UBC13 polyUb – blocks human UBC13 polyubiquitin chain formation | actives 0.47% (n = 330,000) | P61088 | inhibition, % at 20 µM | TR-FRET; in the data active = inhibition above about 45%, passing the limit was not always enough
Target sequence (P61088 whole entry, looked up): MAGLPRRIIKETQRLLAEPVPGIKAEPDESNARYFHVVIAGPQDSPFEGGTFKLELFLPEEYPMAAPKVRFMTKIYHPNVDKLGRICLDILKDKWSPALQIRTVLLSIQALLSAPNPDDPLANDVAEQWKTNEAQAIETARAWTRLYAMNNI
APJ antag – blocks the human apelin receptor APJ; CHO-K1 APJ beta-arrestin complementation, luminescence; inhibition, % at 20 µM; actives 0.32% (n = 330,000); AID 2521;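 active = inhibition above about 40% at 20 µM, limit read from the data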;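 also: cells challenged with 10 nM apelin-13 agonist together with compound; plate controls were apelin-13 plus DMSO wells for no effect and DMSO wells lacking apelin-13 for full effect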
Gli-Sufu block – blocks Gli-Sufu signaling in a luciferase reporter | Sufu-KO-LIGHT fibroblasts, Gli luciferase reporter luminescence | inhibition, % at 5 µM | actives 0.74% (n = 340,000);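 active = inhibition above about 55%, limit read from the data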;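 also: 0% = DMSO-treated cells and 100% = wells with medium but no cells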
CXCR6 inh – blocks human CXCR6 beta-arrestin recruitment; actives 0.36% (n = 360,000); AID 602244; inhibition, % at 20 µM; CHO-K1 PathHunter CXCR6 beta-arrestin, luminescence; in the data active = inhibition above about 34%, passing the limit was not always enough;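 also: antagonist mode with CXCL16 agonist at 10 nM final; 0% = 10 nM CXCL16 with DMSO and 100% = unstimulated wells without agonist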
Target sequence (O00574 whole entry, looked up): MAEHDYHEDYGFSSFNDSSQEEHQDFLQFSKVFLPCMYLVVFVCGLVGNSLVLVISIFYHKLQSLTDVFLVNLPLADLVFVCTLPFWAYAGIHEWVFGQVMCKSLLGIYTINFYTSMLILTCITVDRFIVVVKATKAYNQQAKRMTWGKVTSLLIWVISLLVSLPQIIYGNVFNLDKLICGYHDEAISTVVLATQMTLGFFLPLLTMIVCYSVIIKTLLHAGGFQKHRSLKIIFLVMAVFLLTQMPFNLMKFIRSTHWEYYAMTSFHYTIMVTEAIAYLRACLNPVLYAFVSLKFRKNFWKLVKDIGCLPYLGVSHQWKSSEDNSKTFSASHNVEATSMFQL
EBI2 block – antagonists of human EBI2 receptor | P32249 | AID 651636 | EBI2 beta-arrestin recruitment, luminescence, 7a,25-OHC stimulated | inhibition, % at 5 µM | actives 0.81% (n = 360,000); in the data active = inhibition above about 38%;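 also: enzyme fragment complementation signal reports receptor beta-arrestin coupling in cells; 0% = agonist plus DMSO wells and 100% = wells without agonist; some results beyond the cut were filed as inactive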
Target sequence (P32249 whole entry, looked up, the tested form may be a part): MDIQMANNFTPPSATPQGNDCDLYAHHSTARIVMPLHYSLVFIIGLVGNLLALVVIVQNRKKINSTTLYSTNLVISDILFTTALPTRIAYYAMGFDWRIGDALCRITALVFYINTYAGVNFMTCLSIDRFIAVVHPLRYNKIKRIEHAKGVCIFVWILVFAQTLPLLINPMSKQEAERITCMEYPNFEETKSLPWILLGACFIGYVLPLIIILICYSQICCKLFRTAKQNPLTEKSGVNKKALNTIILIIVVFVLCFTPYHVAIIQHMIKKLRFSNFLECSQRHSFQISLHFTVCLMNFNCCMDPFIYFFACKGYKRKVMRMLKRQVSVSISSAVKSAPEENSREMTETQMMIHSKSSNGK
CCR6 antag – antagonists of human CCR6 receptor. P51684. CHO-K1 CCR6 PathHunter beta-arrestin, luminescence, CCL20-stimulated. inhibition, % at 20 µM. actives 0.49% (n = 340,000);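 active = compounds whose inhibition of the agonist-driven luminescence signal at 20 µM reaches about 50%, limit read from the data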;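 also: cells stimulated with CCL20 at 14 nM final; plate controls were DMSO with CCL20 for no effect and DMSO without agonist for full effect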
ATG4B inh – blocks human ATG4B protease cleavage of LC3 substrate; ATG4B cleavage of LC3-PLA2, NBD-HPC fluorescence, 1 h; actives 0.51% (n = 340,000); inhibition, % at 8.33 µM; Q9Y4P1; AID 504462; in the data active = inhibition above about 40%
APJ ag – activates the human apelin receptor APJ. CHO-K1 APJ PathHunter beta-arrestin, luminescence; 0% DMSO wells, 100% apelin. activation, % at 20 µM. actives 0.11% (n = 330,000). AID 2520;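 active = activation more than six SD over the plate average, tested at 20 µM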;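 also: 0% = DMSO alone and 100% = apelin-13 at 10 nM; some results filed as inactive read as strong as hits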
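system = engineered CHO-K1 APJ arrestin reporter cells | input = 1000 cells per well | timing = overnight seeding, 90 min compound at 25 °C, 1 h detection | measured by = enzyme-fragment complementation luminescence | read-out = beta-arrestin recruitment to APJ as agonist activity, luminescent signal | control set = negative DMSO alone, positive Apelin-13 at 10 nM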
Active calls of the source: *; x = no result given.

The line under a structure holds: UBC13 polyUb, APJ antag, Gli-Sufu block, CXCR6 inh, EBI2 block, CCR6 antag, ATG4B inh, APJ ag
Cc1cc(C(=O)CN2C(=O)c3ccccc3C2=O)c(C)n1C1CC1
 : 0, 11, -21, -3, -9, 13, -6, -2
CCc1cccc(NC(=O)C2CCCN(S(=O)(=O)c3ccc4[nH]c(=O)ccc4c3)C2)c1 (configuration not stated)
 : -5, -4, -10, -4, -34, 29, -20, 4
Cc1ccc(SCC(=O)OCC(=O)N(CC(C)C)c2c(N)n(Cc3ccccc3)c(=O)[nH]c2=O)cc1C
 : -14, 1, -1, 2, 4, 6, -11, 0
O=C(OCC#CCSc1nnc(-c2ccccc2)o1)c1ccco1
 : 5, 2, -11, -4, -38, 7, -5, -3
COc1cc(C2Nc3cc(Cl)c(S(N)(=O)=O)cc3S(=O)(=O)N2)cc(OC)c1OC (configuration not stated)
 : -4, 11, 7, 4, 8, -8, 9, -5
COc1ccc(NS(=O)(=O)c2cccc(C(=O)NNC(=O)c3cncc(Br)c3)c2)cc1
 : 0, 18, -2, 3, 5, 10, -2, 1
Cc1ccc(-c2nc(N)nc(N)n2)c(C)c1
 : 6, 8, -9, 0, -9, -6, 5, -3
COc1ccc(CCNC(=O)C2CCN(C(=O)c3cccs3)CC2)cc1
 : 6, -6, 1, 0, -3, 0, -2, -1
O=C(CCC1CCCCC1)Nc1cc(Cl)ccc1N1CCOCC1
 : -6, -32, 5, -5, 24, 14, -1, -8
CNS(=O)(=O)c1cccc(C(=O)OCC(=O)c2c(N)n(C)c(=O)n(C)c2=O)c1
 : 4, -8, 6, 6, -2, -5, -2, -1
O=C(O)c1ccc(-n2cccc2/C=C2/SC(=O)N(CC(=O)N3CCCC3)C2=O)cc1
 : 1, 23, 25, -6, 5, 9, 12, -4
Cn1cnc([N+](=O)[O-])c1S(=O)(=O)Oc1ccccc1
 : x, x, 3, 42*, 11, 49, -5, x
CN(CC(=O)Nc1c(Cl)cccc1Cl)C(=O)Cc1ccc2c(c1)CCC2
 : -7, 13, 0, 0, -2, 16, 6, 5
O=C(OCc1ccc(Br)cc1)c1cccnc1Cl
 : 14, 8, 20, -3, -13, 8, 2, 0
CC(=O)CC(=O)Nc1ccn(-c2ccccc2)n1
 : -1, -6, 3, -4, -6, 5, 2, -1
CCSc1nnc(NC(=O)c2ccc3nc[nH]c3c2)s1
 : 17, 0, -29, 5, -9, 4, -5, -4
CCc1cccc2c(C(=O)Cn3nnc(-c4ccc(OC)c(OC)c4)n3)c[nH]c12
 : 17, -24, 6, 3, 14, 30, 13, 1
CCOc1ccc2sc(NS(=O)(=O)c3ccc(OC)c(OC)c3)nc2c1
 : 0, 8, 2, -2, -5, -3, -4, -2
COc1ccc(-c2noc(CNS(=O)(=O)c3ccccc3)n2)cc1
 : -1, -6, -3, -5, 9, -6, 4, 1
COc1ccc(-c2noc(N3CCC(C(=O)NCc4ccc(Cl)cc4)CC3)n2)cc1
 : 6, -3, -1, -6, 47*, -10, -16, -1
COc1ccc(CNC(=O)COC(=O)CCOc2ccc(C)cc2)cc1OC
 : 1, 2, -5, 1, -8, 4, -10, -6
COCCNC(=O)CC(NS(=O)(=O)c1ccc(NC(C)=O)cc1)C(C)C (configuration not stated)
 : 3, 15, 9, 0, 2, -7, 1, 2
COc1cc(C(=O)OCc2cc(=O)oc3c(C)c(C)ccc23)ccc1OC(F)F
 : 9, -13, -29, -4, 8, -4, 0, -4
CCCCc1nnc(NC(=O)C2CC(=O)N(c3ccc4c(c3)OCCO4)C2)s1 (configuration not stated)
 : -1, -5, 2, -7, -15, 3, -8, 0
Cc1ccc(F)cc1NC(=O)c1ccc(OCC2CCCO2)cc1 (configuration not stated)
 : -2, -1, -27, -1, 0, 8, -7, -4
COC(=O)[C@@H](NC(=O)Nc1cc(Cl)ccc1C)C(C)C
 : -1, -20, 4, 3, 10, -5, 1, -4
N#C/C(=C\c1cccnc1)C(=O)Nc1ccc(S(N)(=O)=O)cc1
 : 7, -18, 6, -7, -1, 2, -4, 2
COc1ccccc1-c1c(-c2ccc(OCC(=O)NN)cc2O)n[nH]c1C(F)(F)F
 : -2, -24, 20, -5, -3, -4, -2, -2
CCOC(=O)CSc1nc2ccsc2c(=O)n1C1CCN(C(=O)OCC)CC1
 : -24, -4, 17, 6, 3, 5, -1, -3
O=C1CSC(=S)N1N=Cc1ccc(Cl)cc1Cl
 : x, x, -11, 4, -8, 20, -2, x
COC(=O)Cn1c(=NC(=O)c2ccc(OC)c(OC)c2)sc2cc(OC)ccc21
 : 23, -7, 12, -3, 8, -17, -21, 2
Cc1ccc2nc(SCC(=O)Nc3nnc(SCC(N)=O)s3)[nH]c2c1
 : 5, -17, 0, 4, -2, -6, 6, -4
N#Cc1ccccc1NC(=O)COC(=O)C1CCN(C(=O)c2ccc(Cl)cc2)CC1
 : 3, -5, 7, -11, 13, -1, -5, -2
O=C(CCSc1ccccc1)NCc1cccnc1
 : -1, 5, -1, 6, -5, 14, -4, -3
CCC(CC)c1nnc(NC(=O)CN2C(=O)NC3(CCCC3)C2=O)s1
 : 4, 11, -3, -14, -18, -10, -1, 4
COc1cc2c(cc1NC(=O)COc1ccc3ccccc3c1)oc1ccccc12
 : 19, -21, -16, -7, 8, 0, 7, -2
CCOC(=O)N/N=C/c1ccc(F)cc1
 : 12, 6, -18, 1, -4, 6, -2, -4
CCCCNC(=O)/C(C#N)=C/c1ccc(F)cc1F
 : 8, -29, -8, 0, -4, 4, 7, -2
CC(=O)c1cccc(CN2CCN(CC(C)C)C(CCO)C2)c1 (configuration not stated)
 : 9, 1, 6, 10, -19, 16, -1, -1
CCOc1cc(/C=N/n2cnnc2)ccc1OCC(=O)Nc1ccccc1OC
 : 22, 26, 7, -1, -2, 4, -14, 0
CN(CCC1CCCCO1)C(=O)CCc1nnc(Cc2c[nH]c3ccccc23)o1 (configuration not stated)
 : 6, -4, -5, 4, 1, 6, 1, -4
COc1ccc2oc(-c3ccncc3)cc(=O)c2c1
 : x, x, -69, 3, -1, 8, 1, x
CCN(CC(=O)Nc1ccccc1OC)C(=O)c1ccc(NC(=O)c2cccs2)cc1
 : 8, 1, -2, 2, 6, 2, -6, 0
CCOc1ccccc1NC(=O)c1oc2ccccc2c1NC(=O)C1CC1
 : 25, -28, -1, -10, 10, 10, 2, -6
O=C(CCNC(=O)C1CCN(S(=O)(=O)c2ccc(F)cc2)CC1)Nc1nccs1
 : 12, 14, -21, 8, 6, 11, -6, -1
CC1(C(=O)O)COC(c2ccc(Cl)cc2)OC1 (configuration not stated)
 : 20, -7, 3, -4, -15, 9, -4, -2
O=C(O)C1CCN(S(=O)(=O)c2ccc(Oc3ccccc3)cc2)CC1
 : -4, -20, 3, -6, -14, -16, -15, -4
O=C(c1cccnc1NCc1ccc(F)cc1)N1CCOCC1
 : -11, 3, -2, -9, -7, -2, 0, 0
O=C(O)c1cccc(Nc2c([N+](=O)[O-])c(=O)oc3ccccc23)c1
 : 0, 17, -14, 14, -2, 15, -3, -4
Cc1ccc(C(=O)Nc2cnc3ccccn3c2=O)cc1
 : 7, -15, -46, 0, -10, 12, 2, -1
COc1cccc(OC)c1C(=O)Nc1cccc(C(C)=O)c1
 : 3, 12, 3, -1, 6, -4, -13, -7
Cc1ccc2[nH]c(=O)c(CNC(C)C)cc2c1
 : 8, 18, -49, 8, 10, -15, -4, -3
COc1ccccc1N1CCN(C(=O)CN(CCc2ccccc2)S(C)(=O)=O)CC1
 : 9, 3, 4, 5, 1, -11, 0, 2
COCCn1nnnc1C(c1cccs1)N1CCN(c2cc(C)ccc2C)CC1 (configuration not stated)
 : -5, 13, 18, 4, 11, 8, 2, -5
CCC(/C=C1\Oc2ccc(OC)cc2N1C)=C\c1sc2ccccc2[n+]1CCCS(=O)(=O)[O-]
 : x, x, 18, 9, -13, 41, 5, x
O=C(CSc1nnnn1C1CCCCC1)Nc1ccc(F)cc1
 : 8, -3, 7, 5, -7, 12, -2, -1
COc1cc(C2C(S(=O)(=O)c3ccccc3)CON2C)ccc1OCc1ccc(F)cc1 (configuration not stated)
 : -2, -8, 1, x, x, -11, -4, -2
O=C(Nc1nc2ccc(Cl)cc2s1)c1ccc(Br)o1
 : 1, 6, -86, 0, -8, 2, 8, -2
CCCn1c2c(c(=N)c3c1CCC3)CCCC2
 : 6, -4, 61*, 2, -1, 11, 9, -3
CCOC(=O)c1nnn(-c2nc(OC)nc(N(C)C)n2)c1-c1ccccc1
 : 0, 17, 2, -2, -5, 0, -6, 0

The list continues.
The line under a structure holds: UBC13 polyUb, APJ antag, Gli-Sufu block, CXCR6 inh, EBI2 block, CCR6 antag, ATG4B inh, APJ ag
CN(C)CCN(C(=O)c1ccc(S(=O)(=O)N(C)C)cc1)c1nc2cc3c(cc2s1)OCCO3
 : 16, -19, -26, -1, -3, 4, -8, -4
COc1ccc(-c2cc(-c3nnc(COC(=O)c4ccc(O)cc4)o3)c3ccccc3n2)cc1OC
 : 4, -31, 3, 5, 46*, -3, 10, -1
O=C(Nc1ccc(C(=O)O)cc1)/C(=C/c1cccc(Br)c1)NC(=O)c1ccco1
 : -4, -2, 2, 2, 4, 10, -6, -3
Nc1cc2c(cc1Br)-c1c(C(=O)O)cccc1C2O (configuration not stated)
 : x, x, 17, 2, -7, 0, 3, x
COc1ccc2[nH]c3c(c2c1)CCN1C(=O)C(CC(=O)NCCN2CCOCC2)C[C@H](C(=O)N2CCCCC2)[C@@]31C (some centres not stated)
 : x, x, -8, -5, -6, 4, x, x
COc1ccc(-n2c(=S)[nH]c3cc(C(=O)NCc4cccnc4)ccc3c2=O)c(OC)c1
 : 3, 23, -17, 11, -11, 26, -9, -2
CCC1C/C(=C\c2cccnc2)C(=O)/C(=C/c2cccnc2)C1 (configuration not stated)
 : x, x, -3, -11, 17, 17, 3, x
CC(=O)c1ccc(S(=O)(=O)N(C)CCCC(=O)N(C)Cc2c(F)cccc2Cl)cc1
 : 2, -5, 10, -1, -2, 16, 2, -1
Cc1ccc(C(=O)Nc2sc3c(c2C(=O)O)CCCC3)o1
 : -5, 14, -20, -11, 7, -8, 0, 7
COc1ccc(N2C(=O)CC(Cc3ccc(Br)cc3)C2=O)cc1 (configuration not stated)
 : -1, 18, 7, -3, 8, -1, 1, -2
CCC(CO)Oc1cc(NCc2ccccc2Cl)c2ncn(C(C)C)c2c1 (configuration not stated)
 : 4, -6, 7, -3, 12, 22, -2, -2
CCCCn1c(N)c(N(CC)C(=O)c2c(C)noc2C)c(=O)[nH]c1=O
 : -12, 2, 1, 2, 3, -1, 2, -6
CSc1nc(-c2ccco2)nn1C(=O)c1ccco1
 : 2, 2, -18, 3, -6, -4, -4, -6
CCCCNS(=O)(=O)c1ccc2c(c1)oc(=O)n2CC(=O)OCC
 : -3, 10, -17, -4, 2, -3, 21, -2
CC(C)(c1ccccc1)c1ccc(OCCCN2CCNCC2)cc1
 : 28, -5, 23, -12, 6, 11, 6, -5
N#Cc1nc(N2CCCC2)nc(N2CCCC2)n1
 : 8, -7, 6, -14, -10, 11, 1, -1
Cc1ccccc1OCC(=O)Nc1ccc2c(c1)Cc1ccccc1-2
 : 18, -5, 25, 0, -1, 4, 11, -1
O=C1C=C(O)C(n2cncn2)C(c2ccc3c(c2)OCO3)C1 (configuration not stated)
 : 3, -2, 7, -7, -2, 9, -5, -2
CCCCC(=O)NC(c1cccc([N+](=O)[O-])c1)c1ccc2cccnc2c1O (configuration not stated)
 : x, x, 62*, 2, -2, 15, 3, x
COC(=O)N(C)c1nc2ccccc2s1
 : 0, -19, 3, -15, -3, 6, -3, -3
O=C1NC(=S)S/C1=C/c1ccc(Oc2cnccn2)cc1
 : -10, 26, -18, 7, 2, 18, 20, -3
O=[N+]([O-])c1ccc(N2CCN(CCO)CC2)cc1Sc1ccccn1
 : -4, 12, 5, 3, -4, 16, -1, -3
CN=C1c2cc3cc(OC)ccc3n2CCN1C
 : 8, -8, 1, 4, 8, 0, 1, -3
COc1ccc(C(=O)O)cc1S(=O)(=O)N(CCc1ccccc1)Cc1ccccc1
 : -4, 8, -1, 7, 3, 10, 2, -4
CCOc1ccc(NC(=O)CN2C(=O)c3ccccc3C2=O)cc1
 : -5, 2, -3, -1, -2, 5, -3, 0

No enrichment for hits; overall some 3% were active at least once.
